OX1R antag-1: blocks the human orexin 1 receptor; AID 485270; actives 1.8% (n = 330,000); inhibition, % at 6.6 µM; OX1R-expressing cells, FRET antagonist read-out; in the data active = inhibition mostly above about 38%, no sharp cut-off; inactive = mostly below about 40%;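 note: 0% = agonist challenge alone and 100% = reference antagonist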
Target sequence (O43613 whole entry, looked up): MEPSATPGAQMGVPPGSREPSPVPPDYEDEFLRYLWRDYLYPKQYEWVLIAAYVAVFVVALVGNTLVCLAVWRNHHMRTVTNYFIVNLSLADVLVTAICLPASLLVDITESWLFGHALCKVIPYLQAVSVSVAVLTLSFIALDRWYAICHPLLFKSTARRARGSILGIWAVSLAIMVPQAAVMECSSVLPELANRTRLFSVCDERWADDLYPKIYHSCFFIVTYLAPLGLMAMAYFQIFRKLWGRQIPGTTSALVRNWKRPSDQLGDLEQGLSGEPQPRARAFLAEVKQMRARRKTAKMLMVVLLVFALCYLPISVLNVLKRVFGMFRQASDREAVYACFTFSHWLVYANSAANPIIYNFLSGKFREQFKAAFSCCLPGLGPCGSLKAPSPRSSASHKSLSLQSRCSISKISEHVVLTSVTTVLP
STK33 kinase inh: human STK33 kinase inhibition. actives 0.073% (n = 320,000). AID 2661. inhibition, % at 10 µM. purified STK33, MBP phosphorylation, ADP-Glo luminescence;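 active = inhibition at or above 25%, using the most active replicate where run in duplicate; inactive = inhibition below 25%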
Target sequence (Q9BYT3 whole entry, looked up): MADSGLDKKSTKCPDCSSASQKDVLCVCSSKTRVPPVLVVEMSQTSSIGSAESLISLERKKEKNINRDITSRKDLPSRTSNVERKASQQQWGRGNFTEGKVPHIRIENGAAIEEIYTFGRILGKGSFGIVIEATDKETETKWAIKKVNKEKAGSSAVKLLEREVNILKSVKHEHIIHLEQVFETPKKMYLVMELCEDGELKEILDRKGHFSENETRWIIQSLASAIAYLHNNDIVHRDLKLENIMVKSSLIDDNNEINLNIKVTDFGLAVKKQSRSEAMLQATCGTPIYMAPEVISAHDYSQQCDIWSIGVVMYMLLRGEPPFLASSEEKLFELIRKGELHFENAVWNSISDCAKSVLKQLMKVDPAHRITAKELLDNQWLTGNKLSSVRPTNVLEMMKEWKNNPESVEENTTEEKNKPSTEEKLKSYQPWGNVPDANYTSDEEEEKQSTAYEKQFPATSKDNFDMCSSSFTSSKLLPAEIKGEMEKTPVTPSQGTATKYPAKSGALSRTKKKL
OX1R antag-2: human HCRTR1 antagonism | AID 434989 | inhibition, % at 5 µM | actives 0.43% (n = 330,000) | CHO/OX1R cells, Fluo-8 calcium fluorescence, orexin A;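 active = inhibition above its plate's threshold, mean inhibition of all tested compounds on the plate plus 3 SD, cut at about 37% in these data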;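 note: 0% = orexin A challenge wells and 100% = SB-334867-A antagonist wells; not every result past the cut was called active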
Numbers without * were called inactive; . = no result given.

SMILES	OX1R antag-1	STK33 kinase inh	OX1R antag-2
O=C(O)C1CCC(=O)N1Cc1ccccc1Cl (configuration not stated)	16.4	-1.5	-5.5
O=C(OCC(=O)N1CCc2ccccc21)c1ccc(Br)o1	7.9	1.8	-9.4
Cc1cc(C(=O)COC(=O)C2COc3ccccc3O2)c(C)n1CC1CCCO1 (configuration not stated)	18.3	3.0	-17.2
Cc1c(-c2ccccc2)[n+](=O)c(-c2ccc(Br)cc2)c(C)n1[O-]	9.9	-0.3	-3.7
C=CCNCC(O)COc1ccc(C(C)=O)cc1OC (configuration not stated)	4.9	-0.4	-4.2
Cc1ccccc1NC(=O)c1c(C)[nH]c(=S)c(C#N)c1-c1ccc(Cl)cc1	29.3	-1.7	-20.9
O=C(/C=C/Sc1ncn[nH]1)c1ccc(Cl)cc1	17.9	5.9	-37.2
Cc1onc(-c2c(Cl)cccc2Cl)c1C(=O)N=C(N)N1CC(C)OC(C)C1 (configuration not stated)	2.6	1.0	-23.6
C=CCn1cccc(C(=O)Nc2ccc(OC)c(Cl)c2)c1=O	3.6	-0.2	-27.9
CC(=O)C1=C(O)C(=O)N(c2ccc(C(=O)O)cc2)C1c1ccc([N+](=O)[O-])cc1 (configuration not stated)	30.6	-1.0	-6.3
C=CCn1c(SCC(=O)NC(=O)Cc2ccccc2)nnc1-c1ccccc1F	6.9	-0.9	-35.6
CN(C)c1cc(-c2cccc([N+](=O)[O-])c2)oc(=O)c1Cl	-1.6	0.2	-2.4
Cc1ccc(NC(=O)CN2CCC3(O)CCCCC3C2c2ccc3c(c2)OCO3)c(C)c1 (configuration not stated)	28.4	-3.3	-2.4
O=C(CCC(=O)c1ccc(F)cc1)Nc1cccc(Br)c1	-4.0	0.6	5.5
CC[C@@]1(C(=O)OC)N[C@H](CN(C)S(=O)(=O)c2ccc(F)cc2)[C@@H]2C(=O)N(C)C(=O)[C@@H]21	2.9	.	-19.6
COCC(C)OC(=O)c1c(N)n(-c2ccc(OC)c(OC)c2)c2nc3ccccc3nc12 (configuration not stated)	20.0	-0.1	-12.9
O=C(Cn1nc(-c2ccccc2)c2ccccc2c1=O)Nc1ccc(O)cc1	7.6	0.1	-10.3
Cc1ccc(CN2C(=O)CCC2C(=O)NCc2ccccc2Cl)cc1 (configuration not stated)	13.3	1.1	8.9
COc1ccc(S(=O)(=O)N2CCOCC2)cc1C(=O)N1CCCC1	-0.1	-0.7	1.6
COc1ccc(N2CCN(S(=O)(=O)CCNC(=O)C3CC(=O)N(c4ccccc4)C3)CC2)cc1 (configuration not stated)	1.7	-1.4	-19.8
Cc1cc(NC(=O)CC(C)(C)C)nc2c1c(=O)oc1ccccc12	11.0	0.0	-17.3
O=C(O)c1ccc(Oc2ccccc2)o1	2.9	-0.6	-12.5
Cc1ccc(NC(=O)CN2CCN(CCN=CC3=C(O)CC(C)(C)CC3=O)CC2)cc1	22.1	-0.1	-15.0
CCC(=O)Nc1nc(C)c(C(=O)N2CCCCC2)s1	10.1	0.5	-0.9

Sorted by number of heavy atoms (low to high): some entries from above
SMILES	OX1R antag-1	STK33 kinase inh	OX1R antag-2
C=CCn1c(SCC(=O)NC(=O)Cc2ccccc2)nnc1-c1ccccc1F	6.9	-0.9	-35.6
CC[C@@]1(C(=O)OC)N[C@H](CN(C)S(=O)(=O)c2ccc(F)cc2)[C@@H]2C(=O)N(C)C(=O)[C@@H]21	2.9	.	-19.6
COCC(C)OC(=O)c1c(N)n(-c2ccc(OC)c(OC)c2)c2nc3ccccc3nc12 (configuration not stated)	20.0	-0.1	-12.9

(continued)
SMILES	OX1R antag-1	STK33 kinase inh	OX1R antag-2
O=C(c1ccc(OC2CCN(Cc3cccc(F)c3)CC2)cc1)N1CCCCC1	-0.5	-0.5	-9.9
Cc1ccc(NC(=O)CSc2ccc(-c3ccccn3)nn2)cc1F	26.1	-1.2	-6.2
Cc1nc(NCCc2ccccc2)sc1C(=O)N(C)C	-2.4	0.3	-15.8
CC1(C)OC(=O)N(c2cccnc2)C1(C)O (configuration not stated)	21.3	0.6	-8.8
COc1ccccc1NC(=O)COc1ccc(/C=N/n2cnnc2)cc1OC	3.0	-1.0	-3.5
CC(=O)N1c2ccc(S(=O)(=O)NCCC(=O)N3CCCC(C)C3)cc2CC1C (configuration not stated)	2.4	-1.8	-26.9
O=C(c1ccncc1)N1CCN(S(=O)(=O)c2cccc([N+](=O)[O-])c2)CC1	36.9	-1.2	-2.8
CCN(CC)C(=O)N(CC)Cc1ccccc1	6.9	-1.5	-1.0
COc1ccc(NC(=S)N/N=C/c2ccc(F)c(F)c2)cc1	17.0	0.1	-13.6
CC(NC(=O)c1ccc(CS(C)(=O)=O)cc1)C1CC2CCC1C2 (configuration not stated)	7.9	-1.0	-9.6
O=C(CN1CCN(c2ccc([N+](=O)[O-])cc2)CC1)Nc1nccs1	14.8	.	0.3
CN(C)CC1CCCCC1OC(=O)/C=C/c1ccccc1 (configuration not stated)	2.7	-0.1	-10.0
CC(C)(C)N(Cc1ccccc1)C(=O)COC(=O)c1ccc([N+](=O)[O-])o1	21.3	-0.4	-28.5
Cc1ccc(NC(=O)C(C)OC(=O)c2n[nH]c3ccccc23)cc1 (configuration not stated)	29.5	-1.1	-30.2
O=C(Cn1cnc2c(nnn2Cc2ccccc2)c1=O)Nc1ccc2c(c1)OCCO2	12.9	-0.8	-8.0
CNCCCNC(=O)c1ccc(/C=N/O)nc1	3.3	-1.1	-7.3
CCN(Cc1ccncc1)Cc1ccc(Br)cc1	28.6	-0.6	-14.6
CC(OC(=O)c1ccc(OCC2CCCO2)cc1)C(=O)N(C)Cc1ccccc1 (configuration not stated)	19.8	0.5	-17.6
COC(=O)Nc1nc2ccc(C(=O)c3cccs3)cc2[nH]1	11.6	-2.0	-10.6
O=C(Nc1ccccc1N1CCCCC1)c1cccc(Cl)c1	12.7	-1.6	-32.6
COc1ccccc1NC(=O)CSc1nnc(-c2ccco2)o1	17.2	-1.2	3.0
O=C1NCCN1C(=O)N(c1ccccc1)c1ccccc1	5.2	0.6	-5.7
Cn1c(=O)c2cc(S(=O)(=O)NC(C(=O)Nc3cccc(F)c3)c3ccccc3)ccc2n(C)c1=O (configuration not stated)	25.4	-1.3	-16.7
CCn1c(SCc2ccccc2)nnc1C1CCCCC1	9.8	-0.6	-9.4
CNc1nc(SC)n(C)c(=O)c1N=O	48.4*	-0.5	-6.5
Cc1cc2[nH]c(=O)c(=O)[nH]c2cc1S(=O)(=O)N(C)C1CCCCC1	4.3	-0.1	-11.2
CCOc1ccc(N(CC(=O)NCc2ccccc2)S(C)(=O)=O)cc1	16.0	-1.4	-13.3
O=C(CSc1nnc(-c2cccnc2)o1)Nc1ccccc1F	-2.6	-0.3	4.8
O=C(COC(=O)C1CCN(S(=O)(=O)c2ccc3c(c2)OCCO3)CC1)Nc1ccc(C(F)(F)F)cc1	12.2	-0.1	6.8
CCCOc1ccc(NC(=O)C2CC(=O)N(C(C)C)C2)cc1 (configuration not stated)	24.8	-1.0	-19.9
COc1cccc(-c2cccc(NC(=O)C3CCN(Cc4nccs4)CC3)c2)c1	23.0	-2.2	-15.2
O=C(O)C(Cc1cn[nH]n1)=NO	13.5	-1.5	-1.8
Nc1nnnn1/N=C/c1cc(Br)ccc1O	9.3	2.7	-10.2
O=C(COC(=O)CCN=C1NS(=O)(=O)c2ccccc21)NNC(=O)c1ccccc1	0.6	-1.0	-3.5
CCCN1CCC(NC(=O)c2cccc(Oc3ccccc3)c2)CC1	9.1	0.3	-8.2
CCNC(=S)Nc1ccc(Oc2ccccc2)cc1	17.2	-0.1	-8.8

Given with values under each structure: entries from further up
Value order – OX1R antag-1, STK33 kinase inh, OX1R antag-2
- CCNC(=S)Nc1ccc(Oc2ccccc2)cc1
  17.2, -0.1, -8.8
- COc1cccc(-c2cccc(NC(=O)C3CCN(Cc4nccs4)CC3)c2)c1
  23.0, -2.2, -15.2
- O=C(CSc1nnc(-c2cccnc2)o1)Nc1ccccc1F
  -2.6, -0.3, 4.8
- CCCOc1ccc(NC(=O)C2CC(=O)N(C(C)C)C2)cc1 (configuration not stated)
  24.8, -1.0, -19.9

New compounds follow
SMILES	OX1R antag-1	STK33 kinase inh	OX1R antag-2
Cc1ccc2nc(-c3cccnc3)cc(C(=O)Nc3ccccc3[N+](=O)[O-])c2c1	40.2	-1.0	-11.4
COc1ccc(-c2nn(-c3ccccc3C)cc2CNCc2cccnc2)cc1F	9.1	-1.4	-41.5
CCc1ccc(NC(=O)CSc2nc3n[nH]c(C)c3c(=N)n2-c2cccc(OC)c2)cc1	29.7	1.5	14.4
O=C(CCl)N1c2ccccc2CCc2ccccc21	0.6	-2.7	-0.1
O=C1C=CC(=O)N1c1ccc(N2CCCCC2)cc1	14.6	-0.9	1.9
O=S(=O)(Nc1ccc(O)c(CN2CCCCC2)c1)c1ccccc1	6.5	-0.8	-21.6
O=C(Nc1ccccc1N1CCOCC1)C1=NN(c2c(F)c(F)cc(F)c2F)C(=O)CC1	4.9	0.3	-28.6
COC(c1ccccc1)c1nnc(CCC(=O)N(C)CCCC2CCCC2)o1 (configuration not stated)	9.2	-0.5	-4.3
CC(C)CN1C(=O)NC2(CCCc3ccccc32)C1=O (configuration not stated)	17.3	-0.1	2.5
Cc1ccc(NC(=O)CCNS(=O)(=O)c2ccc3c(c2)CCC(=O)N3)cc1	11.3	-0.6	-18.3
CCN(CC)S(=O)(=O)c1cccc(C(=O)N/N=C/c2ccccn2)c1	21.1	-0.4	-15.3
CCN1CCN(CCNC(=O)c2cn(Cc3ccccc3F)nn2)CC1	1.3	7.2	1.1

Next section, overlapping the part above by four compounds.
SMILES	OX1R antag-1	STK33 kinase inh	OX1R antag-2
CC(C)CN1C(=O)NC2(CCCc3ccccc32)C1=O (configuration not stated)	17.3	-0.1	2.5
Cc1ccc(NC(=O)CCNS(=O)(=O)c2ccc3c(c2)CCC(=O)N3)cc1	11.3	-0.6	-18.3
CCN(CC)S(=O)(=O)c1cccc(C(=O)N/N=C/c2ccccn2)c1	21.1	-0.4	-15.3
CCN1CCN(CCNC(=O)c2cn(Cc3ccccc3F)nn2)CC1	1.3	7.2	1.1
CCN1C(=O)[C@H]2[C@@H](c3ccc(OC)cc3)N3C(=O)CN(Cc4ccccc4)C(=O)[C@@]3(C)[C@H]2C1=O	16.5	1.1	-8.8
Cc1cc(C(=O)N2CCCC(N3CCN(c4ccc(F)cc4)CC3)C2)no1 (configuration not stated)	7.3	-1.1	-7.9
NC(=O)CN1CCN(c2cccc(Cl)c2)CC1	-0.5	-1.2	-6.5
CCOC(=O)N1N=C(c2ccc(C)cc2)CC1(O)C(F)(F)F (configuration not stated)	6.2	0.1	-9.2
Cc1ccc(-n2c(Cc3ccccc3)nnc2SCC(=O)NNC(=O)Cc2ccccc2)cc1	36.2	1.3	-21.7
COc1ccc2ccccc2c1-c1sc(Nc2ccccc2)n[n+]1-c1ccc(F)cc1	15.1	-1.5	-9.7
CCOc1ccc(-n2cccc2C=O)cc1	26.6	-0.8	-3.1
CCC(C)N(C(=O)CSc1nncn1C)C1CCS(=O)(=O)C1 (configuration not stated)	1.3	0.4	4.1
CC(=O)c1cccc(NS(=O)(=O)c2ccc(-c3cc(C)no3)s2)c1	25.5	0.0	21.3
COc1ccc(S(=O)(=O)N2CCC(C(=O)NCC3CCCO3)CC2)cc1C (configuration not stated)	1.1	-2.2	-3.8
Cc1cccc(S(=O)(=O)c2c(N)n(/N=C/c3ccccc3)c3nc4ccccc4nc23)c1	6.4	0.1	-12.9
CCN(CC)CC(C)CNC(=O)CN1C(=O)CSc2ccc(S(=O)(=O)N3CCOCC3)cc21 (configuration not stated)	7.3	-0.1	-0.2
CCOc1ccc(NC(=O)Cc2ccc(S(=O)(=O)N3CCOCC3)s2)cc1OCC	9.7	-0.6	-13.0
COC(=O)c1ccc(CN(c2ccccn2)S(=O)(=O)c2ccccc2)cc1	16.7	-1.1	-46.1
CCC(C)NC(=O)CNC(=S)N(Cc1ccccc1F)C1CCCCC1 (configuration not stated)	9.7	0.4	-14.8
CC(=O)c1ccc(N2CCN(C(=O)c3ccc(S(=O)(=O)NCc4ccco4)cc3)CC2)cc1	6.1	1.0	-1.8
CC(=O)Nc1ccc(S(=O)(=O)NCCC(=O)NNC(=O)c2ccncc2)cc1	3.6	-0.4	-13.0
COc1cccc(NC(=O)N2CCCC2C(=O)NCc2ccco2)c1 (configuration not stated)	0.4	-1.2	5.3
Cc1ccnc(N2C(=O)c3ccc([N+](=O)[O-])cc3C2=O)c1	17.0	-1.3	-6.4
O=C1Nc2ccccc2O/C1=C\c1ccccc1Br	44.8*	-1.5	4.2
CC(=O)N1c2ccc(S(=O)(=O)NCC3CCC(C(=O)Nc4cccc(C)n4)CC3)cc2CC1C (configuration not stated)	8.4	-2.4	-20.4
O=C(CSc1nnc(-c2ccco2)n1Cc1ccco1)NCc1ccccc1	23.8	-0.1	-1.6
COc1ccc(NC(=O)Nc2ccccc2C(=O)N2CCCC2)cc1	18.5	-0.1	-21.3
CC(C)(C)n1nnnc1C(c1ccncc1)N1CCN(C2CCCCC2)CC1 (configuration not stated)	31.6	-2.3	-11.3
CCCn1nc(C(=O)NC2CC2)c2ccccc2c1=O	9.0	-1.1	-5.3
O=C(NCCCN1CCCC1)Nc1ccccc1[N+](=O)[O-]	21.7	0.3	-13.9
c1ccc(CNc2ccc(N3CCOCC3)cc2)cc1	18.2	2.7	-17.3

Sorted by the number under STK33 kinase inh (rising): five of the compounds above.
SMILES	STK33 kinase inh
CCCn1nc(C(=O)NC2CC2)c2ccccc2c1=O	-1.1
CCOc1ccc(NC(=O)Cc2ccc(S(=O)(=O)N3CCOCC3)s2)cc1OCC	-0.6
O=C(NCCCN1CCCC1)Nc1ccccc1[N+](=O)[O-]	0.3
CC(=O)c1ccc(N2CCN(C(=O)c3ccc(S(=O)(=O)NCc4ccco4)cc3)CC2)cc1	1.0
c1ccc(CNc2ccc(N3CCOCC3)cc2)cc1	2.7
